# Rtt109 HAT inh – inhibitors of C. albicans Rtt109/Vps75 HAT, primary screen, biochemical, ThioGlo CoA-SH fluorescence, plate reader; purified Rtt109/Vps75, 4 h; inhibition, % at 34.9 µM; hit rate 0.16% among 330,000; AID 540336, 2011;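 active = inhibition of at least 50% in every replicate; inconclusive = best replicate reaches 50% inhibition but some replicates fall short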
# Target sequence (Q5AAJ8 whole entry, looked up): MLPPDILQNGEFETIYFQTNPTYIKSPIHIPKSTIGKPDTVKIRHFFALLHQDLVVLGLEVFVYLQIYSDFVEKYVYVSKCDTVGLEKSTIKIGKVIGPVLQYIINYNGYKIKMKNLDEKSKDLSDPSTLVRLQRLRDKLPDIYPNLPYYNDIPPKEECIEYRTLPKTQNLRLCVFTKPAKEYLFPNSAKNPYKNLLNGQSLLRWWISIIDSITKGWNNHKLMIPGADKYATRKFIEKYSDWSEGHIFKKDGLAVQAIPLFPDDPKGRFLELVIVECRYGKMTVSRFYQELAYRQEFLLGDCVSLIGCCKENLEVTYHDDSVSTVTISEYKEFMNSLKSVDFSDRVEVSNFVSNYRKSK
# PfHsp90 yeast 2 – growth inhibition of PfHsp90-expressing yeast, primary screen, antimalarial PfHsp90 inhibitor project, S. cerevisiae, BacTiter-Glo luminescence, single point, set 2 | BacTiter-Glo ATP, 48 h; yeast lacking PDR1 and PDR3 efflux regulators | inhibition, % at 9.4 µM | hit rate 0.32% among 310,000 | AID 504621, 2011;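 active = every replicate shows inhibition above about 80%, whatever the replicate mean, limit read from the data; inconclusive = mean inhibition reaches the set limit but some replicate falls short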;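 note: 0% = DMSO neutral controls and 100% = 20 µM radicicol positive controls; yeast relying on Plasmodium falciparum Hsp90 in place of its own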
# Tat export inh – E. coli Tat export inhibitors, primary screen, MC4100, TorA-mCherry reporter, fluorescence, single point. inhibition, % at 10 µM. hit rate 0.036% among 340,000. AID 488895, 2010;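 active = mean replicate inhibition at least 50% and at least half of replicates individually reaching 50%; inconclusive = only one of the two criteria met; inactive = neither criterion met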;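 note: exported cargo escapes ClpAP degradation while cytoplasmic cargo is degraded and loses fluorescence; 0% = median of neutral control wells and 100% = median of NaSCN control wells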
# Wnt bcat act – Wnt/beta-catenin pathway activators, primary screen, cell-based, plate reader, single point; Wnt/beta-catenin reporter cell assay, activator; hit rate 1.2% among 300,000; activation, % at 9.35 µM; in the data active = activation above about 30%, passing the limit was not always enough; inconclusive = no clear call, values can overlap the other calls;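 note: 0% = neutral control wells and 100% = positive control wells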
# DAGLB inh – DAGLB lipase inhibitors, primary screen, biochemical, fluorescence, HTS; hit rate 0.059% among 340,000; HEK293T DAGLB membrane lysate, EnzChek fluorogenic substrate; AID 504411, 2011; Diacylglycerol lipase-beta (Homo sapiens), Q8NCG7; inhibition, % at 5.17 µM; in the data active = inhibition above about 34%;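 note: 0% = enzyme with vehicle and 100% = wells lacking enzyme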
# Target sequence (Q8NCG7 whole entry, looked up): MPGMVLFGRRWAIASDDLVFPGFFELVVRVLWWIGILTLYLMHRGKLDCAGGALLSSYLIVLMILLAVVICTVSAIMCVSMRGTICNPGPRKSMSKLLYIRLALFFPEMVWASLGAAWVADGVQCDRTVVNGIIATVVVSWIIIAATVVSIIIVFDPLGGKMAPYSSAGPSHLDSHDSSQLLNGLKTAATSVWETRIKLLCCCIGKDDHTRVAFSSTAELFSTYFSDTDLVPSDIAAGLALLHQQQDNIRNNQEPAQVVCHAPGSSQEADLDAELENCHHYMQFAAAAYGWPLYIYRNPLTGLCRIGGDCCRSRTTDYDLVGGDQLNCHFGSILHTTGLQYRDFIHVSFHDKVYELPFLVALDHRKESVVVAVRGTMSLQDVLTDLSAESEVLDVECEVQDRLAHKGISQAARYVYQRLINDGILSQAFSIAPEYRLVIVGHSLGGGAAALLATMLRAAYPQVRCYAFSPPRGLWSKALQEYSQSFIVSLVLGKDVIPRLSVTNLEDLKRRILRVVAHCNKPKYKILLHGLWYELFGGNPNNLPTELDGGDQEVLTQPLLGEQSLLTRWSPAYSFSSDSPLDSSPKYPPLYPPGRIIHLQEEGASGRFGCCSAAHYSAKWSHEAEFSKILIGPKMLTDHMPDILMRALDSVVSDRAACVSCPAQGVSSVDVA
# PvdQ inh – P. aeruginosa PvdQ acylase inhibitors, primary screen, biochemical, fluorescence, plate reader and imaging, single point; PvdQ acylase [Pseudomonas aeruginosa LESB58]; purified PvdQ acylase; inhibition, % at 10 µM; hit rate 0.063% among 340,000; AID 488965, 2010; in the data active = inhibition above about 30%, passing the limit was not always enough; inconclusive = no clear call, values can overlap the other calls;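 note: 0% = vehicle neutral wells and 100% = reference inhibitor wells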
# AddAB inh – growth inhibition of E. coli expressing H. pylori AddAB, primary screen, AddAB inhibitor project, absorbance | inhibition, % at 11.9 µM | hit rate 0.29% among 330,000; in the data active = inhibition above about 12%;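 note: 0% = vehicle wells of infected cells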
# E coli growth – E. coli V3065 growth inhibition, primary screen, counter-screen for AddAB inhibitor project, absorbance, OD600. inhibition, % at 11.9 µM. AID 449728, 2010. 18 h. hit rate 0.27% among 330,000;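 active = inhibition above the campaign's mean inhibition across all tested compounds plus 3 SD, cut at about 9.9% in these data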;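 note: uninfected addAB+ strain grown without phage in ampicillin broth; 0% = DMSO wells and 100% = ciprofloxacin 0.95 µg/ml wells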
# CAL PDZ FP – CAL PDZ peptide-binding inhibitors, primary screen, biochemical, fluorescence polarization, Cer-tagged CAL PDZ, HTS; purified CAL PDZ, TMR-peptide fluorescence polarization, 1 h; inhibition, % at 20 µM; Golgi-associated PDZ and coiled-coil motif-containing protein (Homo sapiens), Q9HD26; hit rate 0.02% among 330,000;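 active = highest replicate inhibition of at least 40%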;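 note: plate controls were DMSO neutral control wells for no effect and unlabeled competitor peptide control wells for full effect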
#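 Material: tagged CAL PDZ protein CerCALP, purified; buffer or medium: sodium phosphate/NaCl buffer pH 7.4 with TCEP, IgG, Thesit; also added: fluorescent TMR peptide probe; schedule: 1 h incubation at room temperature before polarization reading; technique: fluorescence polarization from S- and P-plane intensities, G-factor corrected; control set: unlabelled peptide and DMSO controls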
# phage Ecoli inh – growth loss of phage-infected E. coli, primary screen, RecBCD inhibitor project, absorbance, with phage, HTS; inhibition, % at 11.9 µM; hit rate 0.26% among 360,000; AID 651602, 2012; in the data active = inhibition above about 11%
# The depositor's hits bear a star; ? = inconclusive; . = no result given; & = joins results of further samples. Outcome played no part in choosing rows, and some 1.9% of all compounds hit somewhere here.
structure	E coli growth	DAGLB inh	PvdQ inh	CAL PDZ FP	PfHsp90 yeast 2	Rtt109 HAT inh	AddAB inh	Tat export inh	phage Ecoli inh	Wnt bcat act
O=C(NNC(=O)c1ccc2c(c1)OCO2)NC1CCCCC1	-1.0	0.9	-5.6	-1.0	5.1	3.7	1.5	2.2	-1.0	.
CCOC(=O)C1=C(C)NC(SC)=NC1c1ccc(OC)cc1 (stereo unspecified)	-0.8	-1.6	-9.3	-1.5	-8.4	0.2	2.1	-3.4	1.1	.
COc1cc(OCc2ccc(C)cc2)ccc1CNC[C@H]1O[C@@H](n2cnc(C(N)=O)n2)[C@H](O)[C@@H]1O	.	-0.8	-5.9	0.2	10.0	-2.8	.	1.5	-0.1	16.0
CC(C)(C)NC(=O)CN1CCC(O)(c2ccc3c(c2)OCO3)CC1	1.2	-0.7	-8.6	-0.5	-14.1	-25.4	1.7	-2.3	1.9	.
Cc1ccc(C(=O)COC(=O)COc2ccccc2C)cc1	0.2	-11.1	-27.2	-2.4	0.9	-0.3	0.1	1.8	1.0	-0.3
Cc1cc(NC(=O)CSc2nnc(-c3ccc4c(c3)OCCO4)o2)no1	-3.1	-4.0	-13.4	0.6	-1.8	-4.1	-1.4	1.2	-1.7	.
Cc1ccc(C)c(OCCC(=O)N2CCN(S(=O)(=O)c3cc(F)ccc3F)CC2)c1	-1.0	-0.8	-8.4	-6.2	-9.1	6.0	1.4	5.5	2.0	-0.4
COc1ccc(NC(=O)c2ccccc2NC(=O)CSc2ccccc2)cc1	5.3	-1.9	-8.6	-0.5	16.8	-4.0	2.6	-0.7	5.9	.
Cn1cccc1/C=N/NC(=O)Cn1cnc2ccccc21	3.7	-1.9	0.4	-1.3	6.7	-8.9	8.1	0.6	3.9	-0.6
CC(=O)N1CCCc2cc(S(=O)(=O)CCC(=O)N3CCN(c4ccccc4)CC3)ccc21	-3.4	0.5	-15.8	0.1	-1.4	1.5	0.2	-0.1	2.8	-2.7
COc1ccc([C@H]2CC(=O)C=C(c3cc4ccccc4s3)C2)cc1OC	0.2	-2.0	-6.1	-0.8	11.6	-1.0	-0.6	-3.6	1.9	5.6
CC1(C)C(=O)Nc2ccccc2N1C(=O)CSc1nnc2ccccn12	-1.6	-3.8	-4.3	-2.1	-21.8	-1.9	-1.1	0.5	1.6	0.3
CC(C(O)c1ccc(O)cc1)N1CCC(Cc2ccccc2)CC1 (stereo unspecified)	0.2&1.3&2.9	0.8&0.2&1.3	1.5&2.2&-4.6	0.3&-0.6&-0.6	16.3&0.7&0.3	9.9&1.9&7.0	-1.9&0.0&-0.1	-5.2&-3.5&-3.7	3.3&3.5&4.3	-0.4&8.6&-6.0
O=C(CS(=O)(=O)c1ccccc1)Nc1nccs1	-0.1	-3.6	-3.5	-3.4	-6.5	18.5	0.8	-1.0	5.0	-2.0
O=C1CCCC(=O)N1c1ccc(O)cc1	0.5	-0.5	2.8	-2.1	8.4	.	0.9	-0.2	2.8	.
O=C(NC1CCCCC1)c1cc([N+](=O)[O-])ccc1N1CCCC1	0.8	1.7	-0.7	-0.8	5.3	3.6	2.3	-11.5	2.1	-0.8
CC(C)C[C@H](N)c1nnc(SCC(=O)Nc2ccc(Br)cc2)o1	-0.6	0.1	15.7	-1.0	1.5	13.8	3.6	-7.6	2.9	1.6
COc1ccc(-c2nnc(SCC(=O)N/N=C/c3ccccc3C(=O)O)n2-c2ccc(Cl)cc2)cc1	-1.0	5.4	-7.7	-0.3	-15.1	10.3	0.8	-0.9	4.3	0.7
C=CCN(CC=C)S(=O)(=O)c1ccc(NC(=O)COc2ccccc2OC)cc1	1.8	-6.3	-3.1	-4.5	2.8	-2.9	4.6	6.3	1.0	-4.2
CN1C(=O)C(C)(C)c2cc(S(=O)(=O)N3CCC(C(=O)Nc4ccc(Cl)cc4)CC3)ccc21	-1.9	-2.0	-7.6	-0.3	-19.6	1.4	1.6	2.2	1.8	-5.7
CCC(=O)N1N=C(c2c(O)n(C)c(=O)n(C)c2=O)CC1c1ccccc1 (stereo unspecified)	-5.1	-1.5	-8.2	0.8	-16.4	6.2	-6.7	3.3	-3.9	-6.8
O=C(C1CC1)N1CCc2cc(Br)cc(S(=O)(=O)NCCCN3CCCCC3)c21	-0.8	0.1	-12.4	-2.3	29.4	7.1	3.2	4.4	2.3	-0.2
NC(=O)COC(=O)c1ccc(Cl)c(S(=O)(=O)N(Cc2ccccc2)c2ccc(Cl)cc2)c1	-2.6	-0.7	-19.9	-2.6	-18.9	21.2	-2.5	2.2	2.8	-7.1
Cc1nnc2sc(SCc3ccc(Cl)cc3)nn2c1=O	-2.1	-2.2	-7.8	-1.0	-19.5	5.7	-0.5	1.9	1.2	-1.0
O=C(COc1cc(Cl)c(Cl)cc1Cl)NC(=O)NC1CCCC1	0.1	0.0	-7.6	-2.7	-22.7	-11.3	0.2	0.1	-1.4	.
O=C(Nc1cccc(NC(=O)c2ccc3c(c2)OCO3)c1)c1ccccc1	0.1	-2.5	-7.2	-6.0	2.3	-2.0	-0.2	0.3	0.5	3.5
CCOc1ccc(CCNC(=O)COC(=O)/C=C/c2ccco2)cc1OCC	0.9	0.2	-4.8	0.2	21.4	2.1	-2.5	1.1	0.0	2.1
CC(=O)N(Cc1ccc2c(c1)OCO2)C1CC(=O)N(CCc2ccccc2)C1=O (stereo unspecified)	-1.0	-5.0	-17.7	-1.3	2.4	-1.5	-0.7	4.6	2.9	.
C(=C/c1nccc2c1[nH]c1ccccc12)/c1ccc2c(c1)OCO2	.	-14.8	-19.8	.	8.4	0.3	.	-11.5	-0.5	8.9
CCc1sc(C(=O)NCCCn2ccnc2)cc1Br	1.9	-2.0	-11.2	0.8	10.6	-2.0	0.9	2.0	3.2	-1.8
CN(C)S(=O)(=O)c1cccc(NC(=O)COC(=O)c2cc3ccccc3oc2=O)c1	0.9	0.0	-6.2	-0.4	-40.3	-10.1	3.5	-4.5	0.1	?
CCOC(=O)c1c(NC(=S)Nc2cccc(C)c2)sc2c1CC(C)(C)SC2	-1.7	-5.6	-12.1	-1.2	-10.5	2.7	-0.7	1.3	4.0	-3.3
CN1CCN(S(=O)(=O)c2ccc(NC(=O)c3ccc(F)cc3)cc2)CC1	1.5	1.3	-14.3	2.7	-1.5	-1.3	-1.2	15.4	0.4	.
CCc1cccc(C)c1NC(=O)COC(=O)CNC(=O)c1cccs1	5.4	1.1	-0.2	0.8	0.0	-2.4	0.8	-4.2	3.0	-1.4
CC(NC(=O)/C=C/c1ccccc1[N+](=O)[O-])C1CC2CCC1C2 (stereo unspecified)	0.6	-2.4	-8.7	-1.9	16.1	0.1	2.2	-1.3	-2.1	-3.3
Cc1cnc(C(=O)Nc2cccc3cccnc23)cn1	.	-1.7	-15.1	-1.1	.	-12.1	.	0.5	4.9	-2.0
C=CCOc1ccc(/C(O)=C2\C(=O)C(=O)N(CCCOC)C2c2ccc(O)c(OC)c2)cc1 (stereo unspecified)	-0.9	-1.9	-9.8	-0.4	-33.7	7.0	2.0	-5.2	1.8	.
COc1ccc(S(=O)(=O)Nc2nc3ccccc3nc2Nc2cccc(C(=O)O)c2)cc1	-1.4	8.3	-27.0	-1.8	-18.4	9.3	4.8	3.8	-0.8	-5.3
CC1=NN(C(=S)Nc2ccccc2)C(C)(C)C1	-0.6	-3.9	2.2	0.0	24.8	-14.2	0.0	-1.6	1.4	.
CCN1C(=O)[C@H]2[C@@H](c3ccc(C)cc3)N3C(=O)N(c4ccccc4)C(=O)[C@@]3(Cc3ccccc3)[C@H]2C1=O	2.0	1.1	-15.4	-0.5	-2.9	4.5	4.8	-3.0	4.3	11.9
C=CC[C@H](CC(=O)NCCO)C(=O)N[C@H](COC(=O)[C@@H](CC=C)Cc1ccc(F)cc1)Cc1ccccc1	0.0	-2.2	8.4	-0.6	-4.5	4.7	1.6	15.9	0.0	-3.5
Cc1ccc(NC(=S)NCCc2c[nH]c3ccccc23)cc1	2.6	-5.2	-13.2	-0.8	-11.1	21.5	1.8	-4.0	1.6	.
Cc1ccc(N2C(=O)CSC2c2ccc3c(c2)OCO3)cc1 (stereo unspecified)	1.3	-3.8	-13.4	0.1	-2.3	3.2	-0.3	-9.2	2.3	.
CCN(CC)CCNC(=O)c1ccc(NC(=O)Cc2ccc(OC)c(S(=O)(=O)N3CCOCC3)c2)cc1	.	-2.2	-7.1	-1.1	5.9	-5.1	.	5.0	1.3	-2.4
Nc1ccc2nc(SCc3ccccc3F)sc2c1	-0.8	2.1	0.6	-0.1	-33.2	-12.9	0.6	7.7	3.8	3.3
CCOCCCn1c(SCC(=O)NCc2ccco2)nc2c(sc3ccccc32)c1=O	-2.2	-0.3	-15.7	0.1	-20.1	0.9	-1.0	-5.6	3.6	.
COc1cc(C=O)ccc1OCCCOc1ccccc1C(=O)O	-3.2	-3.9	5.4	-0.4	1.4	23.4	3.1	19.8	2.7	3.9
NC(=O)c1ccc(-c2ccccc2F)cc1	1.2	0.0	-9.7	-0.2	14.1	-2.7	0.9	-9.7	1.2	12.8
CCOc1ccc(NC(C(=O)Nc2cccc(C(C)=O)c2)c2ccccc2)cc1 (stereo unspecified)	-2.6	1.6	-12.1	-0.2	30.6	5.9	0.0	?	4.5	2.3
Cc1noc(C)c1C(=O)NCCc1ccccc1	-1.6	1.2	-2.3	.	-13.9	-1.6	-0.7	-0.1	-0.3	0.0
CNC(=O)C(=O)NCC(c1cccs1)S(=O)(=O)c1ccc(F)cc1 (stereo unspecified)	-2.5	0.5	-7.9	-2.9	4.0	0.3	3.5	-0.8	2.6	-1.4
c1ccc(C(c2ccccc2)N2CCN(Cc3nc(-c4cnccn4)no3)CC2)cc1	-0.9	-1.5	-11.9	-0.9	-7.9	-8.7	1.8	16.0	2.3	-4.4
CCOc1ccc(NC(=O)CSc2nnc(C)n2CC)cc1	-2.1	1.8	-11.9	-0.4	5.2	-1.2	1.3	-3.5	3.7	-0.7
Cn1c(CSc2nc3ccccc3s2)n[nH]c1=S	-0.1	0.9	-6.9	-1.8	2.0	1.4	2.2	2.4	3.7	0.5
Cc1cccc(C)c1NC(=O)CN(C)C(=O)C1CCN(c2ncnc3sc(C)c(C)c23)CC1	-1.7	-1.0	-6.9	-3.1	-11.4	9.9	3.3	4.4	3.7	-1.3
